MEX-5 binding: C. elegans MEX-5 TCR-2 RNA binding activity. Q9XUB2. MEX-5/FITC-TCR2 RNA binding, fluorescence polarization; active compounds read low. activity score (negative = inhibition of binding), % at 10 µM. 300,000 compounds, 0.38% hits;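 active means inhibition past about -25% in most replicates, and total fluorescence under double the plate's negative control median, limit read from the data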;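 further: 0% = DMSO and -100% = 5 µM competing unlabeled TCR2 RNA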
Target sequence (Q9XUB2 whole entry, looked up): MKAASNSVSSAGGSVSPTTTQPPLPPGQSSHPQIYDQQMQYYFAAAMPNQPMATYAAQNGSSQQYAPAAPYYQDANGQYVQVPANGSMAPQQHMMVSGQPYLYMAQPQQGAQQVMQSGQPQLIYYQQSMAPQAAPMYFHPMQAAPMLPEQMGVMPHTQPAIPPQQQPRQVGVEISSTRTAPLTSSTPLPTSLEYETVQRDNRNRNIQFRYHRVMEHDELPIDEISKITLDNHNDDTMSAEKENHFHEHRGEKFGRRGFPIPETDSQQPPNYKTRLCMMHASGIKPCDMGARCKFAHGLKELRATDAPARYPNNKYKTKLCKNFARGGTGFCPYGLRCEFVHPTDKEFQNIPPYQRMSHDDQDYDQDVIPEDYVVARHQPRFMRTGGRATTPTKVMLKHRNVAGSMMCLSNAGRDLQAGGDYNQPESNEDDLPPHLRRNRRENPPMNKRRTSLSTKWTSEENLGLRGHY
Fam108B inh: Fam108B inhibition, counter-screen for RBBP9 inhibitors. recombinant Fam108B, FP-Rh probe fluorescence polarization. inhibition, % at 9.51 µM. 300,000 compounds, 0.33% hits. AID 1947;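 active means inhibition above the screen mean inhibition plus 3 SD, computed separately per campaign, cut at about 18% in these data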;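 further: inhibitors lower polarization as less probe binds the enzyme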
GLD-1 RNA inh: GLD-1-TGE RNA interaction inhibition (C. elegans) | Q17339 | purified GLD-1 + fluorescein TGE RNA, fluorescence polarization | AID 2280 | inhibition, % at 5.96 µM | 320,000 compounds, 0.44% hits;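 active means percent inhibition above a per-plate cutoff, the plate mean of test compounds plus 3 SD, cut at about 30% in these data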;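 further: 0% = DMSO wells with GLD-1 and probe and 100% = wells lacking GLD-1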
Target sequence (Q17339 whole entry, looked up): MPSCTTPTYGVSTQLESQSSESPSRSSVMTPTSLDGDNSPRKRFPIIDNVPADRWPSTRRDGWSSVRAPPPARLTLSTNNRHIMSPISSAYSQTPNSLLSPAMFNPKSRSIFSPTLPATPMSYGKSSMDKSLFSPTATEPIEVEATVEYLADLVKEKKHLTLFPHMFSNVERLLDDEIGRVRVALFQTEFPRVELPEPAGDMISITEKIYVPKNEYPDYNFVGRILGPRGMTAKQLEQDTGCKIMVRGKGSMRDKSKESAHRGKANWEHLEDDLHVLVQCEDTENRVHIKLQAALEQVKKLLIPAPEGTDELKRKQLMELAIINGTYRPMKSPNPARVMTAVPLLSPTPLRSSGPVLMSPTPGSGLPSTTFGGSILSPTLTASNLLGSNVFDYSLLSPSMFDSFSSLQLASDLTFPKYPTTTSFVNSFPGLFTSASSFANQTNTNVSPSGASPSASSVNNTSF
MCL1 BIM primary: MCL1-BIM-BH3 interaction inhibition (human) | Q07820 | GST-MCL1 / FITC-Bim-BH3 fluorescence polarization | inhibition, % at 10.9 µM | 320,000 compounds, 0.68% hits | AID 2057;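 active means inhibition above the mean inhibition of all tested compounds plus 3 SD, set per campaign, cut at about 40% in these data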;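 further: 0% = DMSO wells and 100% = unlabeled Bim-BH3 peptide control; higher means more loss of mP so more displacement of Bim peptide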
AGP1-GFP MLPCN: alters AGP1-GFP fluorescence in TOR pathway yeast screen | AID 2066 | GFP response vs DMSO, % at 10 µM | 320,000 compounds, 0.02% hits | S. cerevisiae AGP1-GFP multiplex flow cytometry, 3 h; GFP as percent of DMSO wells;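 active means GFP response relative to DMSO above a set limit, near screen average plus 3 SD, cut at about 150% in these data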;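 further: median GFP channel fluorescence of the gated AGP1 strain per well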
GRK2 aptamer HTS: blocks RNA aptamer binding to human GRK2. inhibition of aptamer binding, % at 10 µM. AID 488847. P25098. bead flow cytometry, FAM-aptamer displacement from GRK2. 330,000 compounds, 0.59% hits;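 active means inhibition of aptamer binding above 40%, roughly 3 SD of noise, on plates passing a quality check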;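 further: median bead fluorescence of bound FAM aptamer so fluorescent compounds give negative values; no value below 0 was filed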
VLA-4 inh: inhibition in a human VLA-4 binding assay; P13612; 330,000 compounds, 0.2% hits; VLA-4 expressing cells, ligand binding flow cytometry; inhibition, % (about 7 µM as worked out from the volumes in the protocol); in the data active means inhibition above about 50%
CIT2-GFP yeast: yeast TOR pathway CIT2-GFP modulation | S. cerevisiae CIT2-GFP strain, flow cytometry, 3 h; 100 means same as DMSO wells | 320,000 compounds, 0.065% hits | GFP response vs DMSO, % at 10 µM;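 active means GFP response relative to DMSO above a set limit, near the screen mean plus 3 SD, cut at about 150% in these data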;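 further: ratio of well median GFP fluorescence to mean of DMSO wells on the plate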
Bcl-xL primary: inhibitors of human Bcl-xL. 320,000 compounds, 0.7% hits. Q07817. GST-Bcl-xL / FITC-Bim BH3 peptide fluorescence polarization. inhibition, % at 10.9 µM. AID 2129;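 active means inhibition above the mean of all tested compounds plus 3 SD, cutoff set per campaign, cut at about 30% in these data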;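 further: 0% = DMSO wells and 100% = unlabeled Bim-BH3 peptide competitor; inhibitors lower millipolarization by displacing the labeled peptide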
Active calls of the source: *; . = no result given.

SMILES	MEX-5 binding	Fam108B inh	GLD-1 RNA inh	MCL1 BIM primary	AGP1-GFP MLPCN	GRK2 aptamer HTS	VLA-4 inh	CIT2-GFP yeast	Bcl-xL primary
Cc1ccc(C)c(CNc2ccc(S(=O)(=O)N3CCCCC3)cc2)c1	.	.	2	-3	99	0	16	97	4
COc1ccc(C2=NN(C(=O)c3ccco3)C(c3cc4ccccc4nc3Cl)C2)cc1 (stereo unspecified)	-0.9	0	-5	5	106	0	8	96	5
COc1ccccc1NCCC(=O)OCC(=O)NC1CCCCCC1	3.1	1	0	6	101	0	4	97	9
C[C@H]1CN([C@@H](C)CO)C(=O)c2cccc(NS(=O)(=O)c3cn(C)cn3)c2O[C@H]1CN(C)S(C)(=O)=O	.	.	0	.	93	1	-5	98	.
CCn1c(SCc2ccc(C#N)cc2)nnc1-c1ccc(S(=O)(=O)N2CCCCC2)cc1	-3.3	2	2	-8	103	2	20	95	-4
CCNC(=O)C1CN(S(=O)(=O)c2ccccc2)CCN1S(=O)(=O)c1ccccc1 (stereo unspecified)	-1.0	5	4	5	106	1	-13	105	-1
CC(C)Cn1c(N2CCN(C(=O)c3cccs3)CC2)nc2ccccc21	-0.4	5	-3	12	100	3	-6	103	2
Cc1cc(N2CCOCC2)ccc1/C=C1\NC(=O)N(CC(=O)Nc2ccccc2C)C1=O	-0.5	1	-7	0	103	0	-2	96	1
Cc1oc(CSCCSCc2cc(C(=O)O)c(C)o2)cc1C(=O)O	-0.2	1	-2	2	100	4	5	98	2
CCOC(=O)N1CCN(c2ccncc2S(=O)(=O)N2CCCCC2)CC1	-0.2	-3	9	3	100	3	1	100	7
COC(=O)Cn1cc(C(=O)c2ccco2)c2ccccc21	-2.0	1	-2	5	109	0	1	109	6
O=C1CCCN1CCNC(=S)Nc1ccccc1	0.5	-1	3	4	105	1	-11	107	7
COc1cc(CNC(C)c2ccccc2)cc(Cl)c1OCC(=O)Nc1ccccc1 (stereo unspecified)	-0.1	-3	6	-3	113	0	-1	88	-2
CC(C)CCN(CC(=O)NCc1ccc(F)cc1)S(=O)(=O)c1ccccc1F	-0.5	-2	6	-7	98	2	1	102	4
CC1C[C@@]2(NC(=O)NC2=O)C(C)CN1C (stereo partly specified)	0.9	-1	-1	1	87	0	11	91	1
Cn1c([N+](=O)[O-])cnc1N1CCN(c2nncs2)C1=O	-0.2	-4	3	-6	107	1	-2	109	-1
CC1=CCC(C(=O)O)C(C(=O)NC2CCCCC2)C1 (stereo unspecified)	1.3	4	-1	-4	107	89*	15	106	-2
CC(=C/c1ccco1)/C=N/NC(=O)Cc1cccn1C	0.6	0	8	16	103	5	11	100	9
Cc1ccc([C@H]2C(C(=O)O)=CC[C@@H](c3ccc(Cl)c(Cl)c3)N2S(=O)(=O)c2ccc(C)cc2)cc1	.	.	6	.	102	3	-92	88	.
Cc1cccc(-n2c(Cc3cc(=O)[nH]c(=O)[nH]3)nnc2SCC(=O)N2CCCCC2)c1	-1.5	-5	7	0	101	1	54*	101	3
Cc1ccc(N2CCN(C(=O)c3ccccc3NC(=O)c3ccccc3C(=O)O)CC2)cc1	-0.8	3	5	3	101	4	-4	94	7
O=C(CCCN1C(=O)c2cccc3cccc(c23)C1=O)N1CCN(Cc2ccc3c(c2)OCO3)CC1	-0.9	-1	7	9	.	0	-19	106	9
CC(C)C(=O)N1CCC2(CC1)Oc1ccc(Cl)cc1C(=O)C21CC(c2ccc(Cl)cc2)=NO1 (stereo unspecified)	1.2	-4	-3	-1	89	3	3	77	3
COc1ccc(OC)c(NC(=O)CSc2nnc(CNC(=O)c3cc(OC)c(OC)c(OC)c3)o2)c1	.	2	-4	-4	96	1	6	96	1
O=[N+]([O-])c1ccc(-c2ccc(/C=N/O)o2)cc1	-0.3	-1	-3	-1	91	0	3	74	2
O=S(=O)(c1ccc(-c2csc(=Nc3ccccc3)n2CCCN2CCOCC2)cc1)N1CCOCC1	-0.1	2	3	0	88	0	14	84	-1
C/C(=N\Nc1nccnc1Cl)c1ccc(O)c(C)c1	-2.0	-2	8	4	91	1	9	98	4
COc1ccc(NC(=O)CN(c2ccc(C)cc2)S(=O)(=O)c2c(C)nn(C)c2C)cc1OC	2.0	0	0	6	110	4	-18	97	4
O=C(CN1C(=O)c2ccccc2S1(=O)=O)c1ccc2c(c1)OCCCO2	0.1	1	6	3	96	0	3	97	1
O=C(Cc1ccsc1-c1ccccc1)NO	1.4	6	6	1	103	0	22	104	1
CC(C)Sc1nc2c(c(=O)n1-c1ccc(F)cc1)SCC2	0.5	4	3	-2	95	0	9	92	-1
Nc1c(Cl)ncnc1N/N=C/c1cccc(O)c1	-1.4	2	0	3	105	0	9	102	3
Cc1cccc(CCN2C(Nc3ccccc3)=NC[C@@H]2CC(C)C)c1	.	5	2	6	106	2	-5	106	7
O=[N+]([O-])c1cccnc1Oc1ccc(F)cc1	-1.7	0	3	4	108	0	-7	104	12
O=C(COc1cc2oc(=O)cc(-c3ccccc3)c2cc1Cl)NC(Cc1c[nH]c2ccc(O)cc12)C(=O)O (stereo unspecified)	-2.2	9	-6	6	108	2	5	101	5
CCN(C(=O)Cn1c(=O)oc2cc(S(=O)(=O)N3CCOCC3)ccc21)c1ccccc1	2.1	-1	3	-5	106	1	-1	92	1
CCCCNS(=O)(=O)c1ccc2nc(SCC(=O)N3CC(C)OC(C)C3)[nH]c2c1 (stereo unspecified)	-3.5	-1	-4	5	104	1	-6	105	4
CCCc1[nH]nc2c1C1(CCOC1C)C(C#N)=C(N)O2 (stereo unspecified)	1.7	-1	-5	-3	99	3	9	98	1
NC(=O)COC(=O)c1ccc(Cl)c(S(=O)(=O)N(Cc2ccccc2)c2ccc(Cl)cc2)c1	-1.3	-6	1	-4	100	2	2	103	-1
NC(=O)c1ccc(N2CCN(c3ccc(O)cc3)CC2)c([N+](=O)[O-])c1	0.6	5	3	24	102	0	42	105	26
O=C(Cc1cccs1)NCc1cccc(F)c1	-0.2	0	-6	7	95	0	8	102	4
CC1C(=O)CC(c2ccccc2)NC1c1ccccc1 (stereo unspecified)	2.6	0	3	0	88	0	0	91	-6
CCC(=O)Nc1cccc(-c2nc3ncccc3o2)c1C	-1.0	1	3	1	107	0	6	124	8
O=c1[nH][nH]cc1C=NCc1cccnc1	3.5	-2	1	3	104	0	-6	102	4
CCCn1c(N)c(C(=O)CSc2nc3ccccc3c(=O)n2Cc2ccccc2)c(=O)[nH]c1=O	-5.6	-21	-5	9	90	0	9	85	6
Cc1cccc(NS(=O)(=O)c2csc(C(N)=O)c2)c1C	0.9	-3	0	7	98	0	1	98	5
CCOC(=O)C1=C(C)C2C3C(=O)N(c4ccc(C)cc4C)C(=O)C3C1(C)C1C(=O)N(c3ccc(C)cc3C)C(=O)C21 (stereo unspecified)	1.2	1	3	-3	91	0	43	96	0
COc1ccc(C(=O)N/C(=C\c2cccs2)C(=O)N2CCN(C)CC2)cc1OC	0.1	3	-2	2	97	3	4	91	3
CC(C)(C)n1nnnc1C(c1cccc(C#N)c1)N1CCN2CCCC2C1 (stereo unspecified)	-0.6	6	4	14	104	1	2	106	4
CCOc1ncccc1C(=O)OCc1c(Cl)cccc1Cl	1.0	0	-3	-3	104	0	-3	108	1
Cc1cc(C)c2nc(NC(=O)C3CC(=O)N(Cc4ccco4)C3)sc2c1 (stereo unspecified)	.	-7	1	5	98	22	-2	95	0
COc1ccccc1C(=O)NC(=S)NNC(=O)c1sc2ccccc2c1Cl	0.4	1	1	4	104	3	-8	104	0
CCCOc1ccc(S(=O)(=O)Nc2ccccn2)c2ccccc12	-1.3	-2	3	0	99	1	-3	97	3
Cn1c(SCC(=O)Nc2ccccc2-c2ccccc2)nnc1-c1ccco1	-2.0	2	3	3	108	3	10	100	-2
CCn1cc(CN2CCC(C(=O)Nc3ccc(Oc4ccccc4F)cc3)CC2)c(C)n1	-0.1	0	3	6	103	0	-5	102	4
COc1ccc(N(CC(=O)NC2CCCCC2)S(=O)(=O)c2c(C)[nH]c(=O)[nH]c2=O)cc1	-7.2	0	-5	5	102	0	-14	95	5
CC(C)CCNC(=O)COc1ccc2c(c1)C(=O)CC(C)(C)O2	-2.1	-3	-1	5	117	0	2	114	3
COc1ccc(N(CC(=O)NCc2ccco2)C(=O)CNS(=O)(=O)c2ccc(Cl)cc2)cc1	-1.0	-2	-2	0	102	2	-5	106	0
COc1ccc(CNC(=O)CCS(=O)(=O)c2cccc3nonc23)cc1	.	4	-2	6	102	0	-4	101	4
COc1cccc([C@@H]2CC=C(C(=O)O)CN2S(=O)(=O)c2ccc(C)cc2)c1	.	3	2	7	88	0	3	109	2
O=C(Cc1nnc(NC(=O)Nc2ccccc2)s1)NCc1ccccc1	-1.4	-2	-3	-3	106	0	1	104	5

In the list so far, 11 contain an aryl methoxy group.
SMILES	MEX-5 binding	Fam108B inh	GLD-1 RNA inh	MCL1 BIM primary	AGP1-GFP MLPCN	GRK2 aptamer HTS	VLA-4 inh	CIT2-GFP yeast	Bcl-xL primary
COc1ccc(C2=NN(C(=O)c3ccco3)C(c3cc4ccccc4nc3Cl)C2)cc1 (stereo unspecified)	-0.9	0	-5	5	106	0	8	96	5
COc1ccccc1NCCC(=O)OCC(=O)NC1CCCCCC1	3.1	1	0	6	101	0	4	97	9
COc1cc(CNC(C)c2ccccc2)cc(Cl)c1OCC(=O)Nc1ccccc1 (stereo unspecified)	-0.1	-3	6	-3	113	0	-1	88	-2
COc1ccc(OC)c(NC(=O)CSc2nnc(CNC(=O)c3cc(OC)c(OC)c(OC)c3)o2)c1	.	2	-4	-4	96	1	6	96	1
COc1ccc(NC(=O)CN(c2ccc(C)cc2)S(=O)(=O)c2c(C)nn(C)c2C)cc1OC	2.0	0	0	6	110	4	-18	97	4
COc1ccc(C(=O)N/C(=C\c2cccs2)C(=O)N2CCN(C)CC2)cc1OC	0.1	3	-2	2	97	3	4	91	3
COc1ccccc1C(=O)NC(=S)NNC(=O)c1sc2ccccc2c1Cl	0.4	1	1	4	104	3	-8	104	0
COc1ccc(N(CC(=O)NC2CCCCC2)S(=O)(=O)c2c(C)[nH]c(=O)[nH]c2=O)cc1	-7.2	0	-5	5	102	0	-14	95	5
COc1ccc(N(CC(=O)NCc2ccco2)C(=O)CNS(=O)(=O)c2ccc(Cl)cc2)cc1	-1.0	-2	-2	0	102	2	-5	106	0
COc1ccc(CNC(=O)CCS(=O)(=O)c2cccc3nonc23)cc1	.	4	-2	6	102	0	-4	101	4
COc1cccc([C@@H]2CC=C(C(=O)O)CN2S(=O)(=O)c2ccc(C)cc2)c1	.	3	2	7	88	0	3	109	2

Screens as filed in PubChem BioAssay.

Compounds as they come (roughly 2.2% active in at least one column).
